D2 ag: agonists of human D2 dopamine receptor; P14416; HEK293 T-REx D2 cells, calcium flux agonist mode; activation, % at 2 µM; 340,000 compounds, 0.53% hits;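 active = activation over 3 SD above normal in the single-dose calcium agonist read, cut at about 30% in these data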; also: 0% is about no effect
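Tetracycline-induced HEK293 T-REx cells with force-coupled D2 receptor, plated overnight at 30 C, loaded with no-wash calcium dye. After a 10 s baseline, compound was pin-added and calcium flux read kinetically for 180 s; calcium rises flagged agonists.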
TRHR ag: agonists of human TRH receptor; P34981; TRHR cells, calcium flux fluo-8, FDSS agonist mode; activation, % at 2 µM; 360,000 compounds, 0.18% hits; in the data active = activation above about 30%; also: 0% is about no effect
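In this calcium-flux screen, cells bearing human TRHR are dye-loaded with fluo-8, baselined for 10 cycles, then exposed to library compounds; positive kinetic calcium responses during the agonist phase mark hits, with TRH as control.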
TrxR1 substrate: rat thioredoxin reductase 1 substrate activity; O89049; purified TrxR1 substrate turnover, NADPH consumption readout; Potency, µM (top dose mostly 114 µM), for inactives: at the highest dose activity change, negative = substrate turnover; 390,000 compounds, 0.01% hits; also: potency is read from the fitted curve at half-maximal effect; % is scaled to controls: 0 for no effect and ±100 for the full control effect; nearly all actives have a fitted effect of over 50% in size
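Rat TrxR1, dispensed at 90 nM, was prereduced with 400 uM NADPH (final) for 5 min at ~22 deg C, then incubated with compound 15 min before 400 uM selenite. A first-read NADPH fluorescence drop versus no-compound background flagged substrates.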
Pin1 inhibitor: human Pin1 inhibition; 390,000 compounds, 0.009% hits; AID 504891; Q13526; Pin1 FP peptide displacement, HiFluor488, 10 min; Potency, µM (series often up to 115 µM), inactives show at the top dose activity, negative = inhibition, most hits filed as inhibitors; active = well fitted inhibition curve with a large enough effect in the polarisation, with a control signal flat, not every such curve was filed as active; inconclusive = small, poorly fitted or top-dose-only effect, or effect the other way, or a change in a side signal; inactive = no such curve, though single readings can be large or run the other way; the % refers to the polarisation; also: potency is read from the fitted curve at half-maximal effect; % is scaled to controls: 0 for no effect and ±100 for the full control effect
Target sequence (Q13526 whole entry, looked up): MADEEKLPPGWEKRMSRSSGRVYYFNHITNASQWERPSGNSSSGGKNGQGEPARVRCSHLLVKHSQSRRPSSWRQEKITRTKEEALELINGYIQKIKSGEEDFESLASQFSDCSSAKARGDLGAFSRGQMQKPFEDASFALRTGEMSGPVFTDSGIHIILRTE
mIDH1 inhibitor: human IDH1 R132H inhibition; Potency, µM (top dose mostly 76.6 µM), without a hit: at the highest dose activity change, negative = inhibition, usual class: inhibitors; 390,000 compounds, 0.093% hits; IDH1-R132H enzyme, NADPH consumption, diaphorase/resazurin fluorescence; also: potency is read from the fitted curve at half-maximal effect; % is scaled to controls: 0 for no effect and ±100 for the full control effect; nearly all actives have a fitted effect of over 65% in size
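IDH1-R132H (0.5 ug/mL) preincubated 30 min with compound, then NADPH (0.016 mM) and alpha-KG (2 mM) added; 80 min at RT, pH 7.5. Remaining NADPH coupled via diaphorase/resazurin to fluorescence (540/590 nm); concentration-response curves normalized to no-enzyme control.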
TrxR1 inh: rat TrxR1 inhibition | Potency, µM (titrated, usually from 114 µM), for the others: at the top dose activity change, negative = inhibition, hits mostly inhibitors | O89049 | AID 588453 | 390,000 compounds, 1% hits | recombinant rTrxR1, NADPH fluorescence consumption, selenite substrate; also: potency is read from the fitted curve at half-maximal effect; % is scaled to controls: 0 for no effect and ±100 for the full control effect; nearly all actives have a fitted effect of over 65% in size
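Rat TrxR1 (90 nM in the dispensed reagent) was pre-reduced with 400 uM NADPH for 5 min at room temperature, then incubated with compound for 15 min. After 400 uM selenite was added, NADPH fluorescence (Ex 340/Em 450 nm) was followed for 8 min.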
TRHR enhancer: TRH receptor (human) allosteric enhancement; P34981; TRHR cells, fluo-8 calcium fluorescence, EC20 TRH enhancement; enhancement, % at 2 µM; 360,000 compounds, 0.66% hits; in the data active = enhancement above about 30%; also: 0% is about no effect
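Enhancer read-out: after compound pinning and an initial kinetic agonist-mode read, an EC20 of TRH (10 nM final) was injected and fluo-8 calcium signal (Ex 480/Em 530) followed at 1 s/cycle for 100 cycles in TRHR-expressing cells.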
D2 antagonist: antagonists of human D2 dopamine receptor; P14416; HEK293 TREx D2 cells, calcium flux, dopamine EC80; inhibition, % at 10 µM; 340,000 compounds, 2% hits; AID 485344; in the data active = inhibition above about 30%; also: 0% is about no effect
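HEK293 T-REx D2 cells, tet-induced, calcium dye no-wash. Cpd pintool add, 180 s kinetic, then EC80 DA, 180 s kinetic. Ca flux read.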
USP1 inh: inhibitors of human USP1/UAF1 deubiquitinase; Potency, µM (highest dose often 57.1 µM), inactives show at the top dose activity change, negative = inhibition, hits mostly inhibitors; recombinant USP1/UAF1, Ub-Rhodamine cleavage fluorescence; 390,000 compounds, 0.23% hits; also: potency is read from the fitted curve at half-maximal effect; % is scaled to controls: 0 for no effect and ±100 for the full control effect; nearly all actives have a fitted effect of over 60% in size; inactives centre near -12
Target sequence (O94782 whole entry, looked up): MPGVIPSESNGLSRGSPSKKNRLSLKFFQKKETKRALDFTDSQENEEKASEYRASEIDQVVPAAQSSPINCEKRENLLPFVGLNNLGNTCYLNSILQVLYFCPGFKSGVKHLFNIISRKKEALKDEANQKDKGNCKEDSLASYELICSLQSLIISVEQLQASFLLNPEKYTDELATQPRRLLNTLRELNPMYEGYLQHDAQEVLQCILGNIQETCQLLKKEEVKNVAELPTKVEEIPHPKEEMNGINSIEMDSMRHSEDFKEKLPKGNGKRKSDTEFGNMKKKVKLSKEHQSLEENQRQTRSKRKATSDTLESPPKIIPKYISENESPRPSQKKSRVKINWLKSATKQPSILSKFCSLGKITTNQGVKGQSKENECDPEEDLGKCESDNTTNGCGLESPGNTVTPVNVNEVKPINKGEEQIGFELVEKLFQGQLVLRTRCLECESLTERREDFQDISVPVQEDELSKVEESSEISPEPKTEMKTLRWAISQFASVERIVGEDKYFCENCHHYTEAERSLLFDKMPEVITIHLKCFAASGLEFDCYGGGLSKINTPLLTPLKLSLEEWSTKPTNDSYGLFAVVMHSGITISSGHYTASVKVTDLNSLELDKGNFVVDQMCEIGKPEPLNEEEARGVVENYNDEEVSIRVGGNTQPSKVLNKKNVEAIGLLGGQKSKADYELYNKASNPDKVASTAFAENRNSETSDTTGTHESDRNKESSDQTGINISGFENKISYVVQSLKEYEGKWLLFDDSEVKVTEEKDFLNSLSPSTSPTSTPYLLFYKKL
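High-throughput fluorogenic screen: 1nM USP1/UAF1 complex, Ub-Rho substrate 150nM final, 50mM HEPES pH 7.8 with 0.5mM EDTA, 0.1 mg/ml BSA, 1mM TCEP and 0.01% Tween-20.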
An asterisk follows results filed as active; [ ] = dose if it differs, or a comment. Unless noted, calls follow the shape of the dose curve; as a rule, active = well fitted inhibition curve with a large enough effect; inconclusive = small, poorly fitted or top-dose-only effect; inactive = no such curve, though single readings can be large or run the other way. Only part of the results is shown; count on the stated rates, not on these rows.

Cc1ccc(CNC(=O)CCNS(=O)(=O)c2cccs2)cc1 was read as D2 ag 1.3, TRHR ag -0.9, TrxR1 substrate -6.1%, Pin1 inhibitor -4.0%, mIDH1 inhibitor 3.2%, TrxR1 inh -6.9%, TRHR enhancer -2.4, D2 antagonist 14.5 and USP1 inh -19.0%.
`Cn1cc(C(=O)C(=O)N2CCN(c3ccccc3)CC2)c2ccccc21` gave D2 ag -0.1, TRHR ag 0.1, TrxR1 substrate 8.7%[57.1 µM], Pin1 inhibitor 5.6%, mIDH1 inhibitor 12.3%, TrxR1 inh 26.7%[57.1 µM], TRHR enhancer 0.3, D2 antagonist 12.6 and USP1 inh -1.9%.
Cc1c[n+]([O-])cc(C)c1Oc1ccccc1 was read as D2 ag -0.9, TRHR ag 0.2, TrxR1 substrate -5.8%[57.1 µM], Pin1 inhibitor 4.7%, mIDH1 inhibitor 5.3%, TrxR1 inh 8.5%[57.1 µM], TRHR enhancer 8.0, D2 antagonist -9.9 and USP1 inh inconclusive.
Screening Cc1ccc(C2(C)NC(=O)N(CC(=O)N3CCN(C(=O)c4cccs4)CC3)C2=O)cc1 (stereo not given) returned D2 ag -0.7, TRHR ag 1.1, TrxR1 substrate 8.7%, Pin1 inhibitor inconclusive, mIDH1 inhibitor -4.5%, TrxR1 inh 14.8%, TRHR enhancer 5.3, D2 antagonist -21.9 and USP1 inh -18.8%.
For Cc1ccc(S(=O)(=O)N2CCC(c3nnc(-c4cccc(C)c4)o3)CC2)cc1 the results were D2 ag -0.7, TRHR ag -1.9, TrxR1 substrate -3.2%, Pin1 inhibitor 16.4%, mIDH1 inhibitor 18.4%, TrxR1 inh 1.9%, TRHR enhancer -5.0 and USP1 inh inconclusive.
`O=C1Nc2ccccc2C(O)(C(=O)NCc2ccc3c(c2)OCO3)N1c1ccccc1` (stereo not given) gave D2 ag -0.2, TRHR ag -0.5, TrxR1 substrate 7.9%[57.1 µM], Pin1 inhibitor -0.4%, mIDH1 inhibitor 6.0%, TrxR1 inh 13.9%[57.1 µM], TRHR enhancer -0.2, D2 antagonist 22.1 and USP1 inh -4.8%.
`CN(C)S(=O)(=O)c1cc(NC(=O)CN2CCCc3ccccc32)ccc1Cl` gave D2 ag 3.7, TRHR ag 6.2, TrxR1 substrate 14.3%, Pin1 inhibitor 33.9%[activator], mIDH1 inhibitor 0.0%, TrxR1 inh 20.0%[57.1 µM], TRHR enhancer -1.8, D2 antagonist 18.3 and USP1 inh -1.1%.
Screening CCOc1ccc(N2CC(NC(=O)c3ccc(Cl)cc3)CC2=O)cc1 (stereo not given) returned D2 ag 1.4, TRHR ag -0.3, TrxR1 substrate 5.9%[57.1 µM], Pin1 inhibitor -5.3%, mIDH1 inhibitor 3.3%, TrxR1 inh 13.2%[57.1 µM], TRHR enhancer -6.7 and USP1 inh 7.0%.
`CC1=NN(c2nc(-c3ccc(C#N)cc3)cs2)C(=O)C1` gave TRHR ag 0.4, TrxR1 substrate 3.8%, Pin1 inhibitor 0.6%, mIDH1 inhibitor 7.1%, TrxR1 inh 53.6%[activator], TRHR enhancer 0.3 and USP1 inh -30.5%.
For CCOc1ccc(NC(=O)COc2ccc(C(=O)N3CCC(C(N)=O)CC3)cc2OC)cc1 the results were D2 ag 1.2, TRHR ag 0.3, TrxR1 substrate -14.1%, Pin1 inhibitor -3.2%, mIDH1 inhibitor 4.7%, TrxR1 inh -15.5%, TRHR enhancer 1.2, D2 antagonist -11.3 and USP1 inh -18.6%.
O=C(Nc1ccccc1Cl)Nc1ccnn1C1CCN(C(=O)c2cscn2)CC1 was read as D2 ag -2.7, TRHR ag 0.2, TrxR1 substrate -5.4%, Pin1 inhibitor 0.4%, mIDH1 inhibitor 0.0%, TrxR1 inh -3.4%, TRHR enhancer 1.5, D2 antagonist -8.7 and USP1 inh -5.8%.
Cc1ccc(C)c(NC(=O)c2ccc3c(c2)CCCN3S(C)(=O)=O)c1 was read as D2 ag -0.4, TRHR ag -0.4, TrxR1 substrate -7.9%, Pin1 inhibitor 0.9%, mIDH1 inhibitor 14.4%, TrxR1 inh 0.3%, TRHR enhancer 1.8 and USP1 inh -11.5%.
For COc1ccc(OCCCC(=O)OCC(=O)N2CCN(S(=O)(=O)c3ccc(C)cc3C)CC2)cc1 the results were TrxR1 substrate -3.9%, Pin1 inhibitor 6.6%, mIDH1 inhibitor -2.8%, TrxR1 inh 17.9% and USP1 inh -9.7%.
`CCC(=O)c1ccc(O)c(CC=C(C)C)c1` gave TRHR ag -0.4, TrxR1 substrate 14.2%[57.1 µM], Pin1 inhibitor -6.1%, mIDH1 inhibitor 8.4%, TrxR1 inh 21.7%[57.1 µM], TRHR enhancer -15.0 and USP1 inh -5.4%.
`COc1cccc2c1cc1c(=O)n(CC(=O)N3CCN(c4cccc(Cl)c4)CC3)nc(C)n12` gave TRHR ag -0.2, TrxR1 substrate 10.4%, Pin1 inhibitor 3.3%, mIDH1 inhibitor -9.6%, TrxR1 inh 17.7%, TRHR enhancer 8.2 and USP1 inh 7.0%.
Screening Cc1cccc2sc(NNC(=O)c3ccc(S(=O)(=O)N4CCc5ccccc5C4)cc3)nc12 returned TRHR ag -0.1, TrxR1 substrate 1.2%[57.1 µM], Pin1 inhibitor -0.9%, mIDH1 inhibitor -9.6%, TrxR1 inh 6.4%[57.1 µM], TRHR enhancer 8.0 and USP1 inh -15.7%.
`CC1CCN(S(=O)(=O)c2cn(CC(=O)Nc3ccc(F)cc3)c(=O)c3ccccc23)CC1` gave D2 ag 1.6, TRHR ag 1.6, TrxR1 substrate -4.9%, Pin1 inhibitor 33.4%[activator], mIDH1 inhibitor -1.2%, TrxR1 inh 15.0%, TRHR enhancer -2.0 and USP1 inh -19.7%.
For COCCNC(=O)c1ccc(CN2CCc3ccccc3C2)cc1 the results were D2 ag 2.0, TRHR ag 0.7, TrxR1 substrate 7.5%[57.1 µM], Pin1 inhibitor -4.5%, mIDH1 inhibitor 12.4%, TrxR1 inh 5.2%[57.1 µM], TRHR enhancer 7.9, D2 antagonist 7.8 and USP1 inh -8.4%.
For O=C(CSc1cccs1)Nc1ccc2ccccc2c1 the results were D2 ag 0.9, TRHR ag -0.2, TrxR1 substrate -0.8%, Pin1 inhibitor 5.6%, mIDH1 inhibitor 3.8%, TrxR1 inh -11.6%, TRHR enhancer 4.3, D2 antagonist 0.4 and USP1 inh -16.8%.
For Cc1cc(S(=O)(=O)N(Cc2ccccc2F)C2CC2)ccc1-n1cnnn1 the results were D2 ag -1.0, TRHR ag -0.2, TrxR1 substrate -18.2%[57.1 µM], Pin1 inhibitor 2.3%, mIDH1 inhibitor 4.8%, TrxR1 inh 9.9%[57.1 µM], TRHR enhancer -6.3, D2 antagonist 7.7 and USP1 inh -16.7%.
O=S(=O)(CC(CN1CCOCC1)N1CCOCC1)c1ccccc1 (stereo not given) was read as D2 ag 0.6, TRHR ag 0.4, TrxR1 substrate 5.2%, Pin1 inhibitor 3.6%, mIDH1 inhibitor 1.8%, TrxR1 inh 6.7%, TRHR enhancer -2.1, D2 antagonist -2.4 and USP1 inh -2.9%.
Screening CCS(=O)(=O)c1nc(S(=O)(=O)c2ccc(C)cc2)c(N2CCC(C)CC2)s1 returned D2 ag -1.1, TRHR ag -0.4, TrxR1 substrate -0.5%, Pin1 inhibitor -0.2%, mIDH1 inhibitor 12.1%, TrxR1 inh 26.6%, TRHR enhancer -1.8, D2 antagonist -0.7 and USP1 inh -15.0%.
Screening COc1ccccc1NS(=O)(=O)c1cccc(C(=O)N/N=C(\C)c2ccc(-n3ccnc3)cc2)c1 returned D2 ag -1.0, TRHR ag -0.6, TrxR1 substrate -2.7%, Pin1 inhibitor 24.1%, mIDH1 inhibitor -1.0%, TrxR1 inh 9.6%, TRHR enhancer 8.6, D2 antagonist -0.1 and USP1 inh -10.5%.
For Cc1ccc2oc(=O)c3cc(C(=O)NCc4ccco4)sc3c2c1 the results were D2 ag -0.3, TRHR ag 0.4, TrxR1 substrate 6.4%, Pin1 inhibitor 9.5%, mIDH1 inhibitor -1.2%, TrxR1 inh 7.9%, TRHR enhancer -0.5, D2 antagonist 0.6 and USP1 inh -15.2%.
Screening C=CCn1c(=NC(=O)C2CCCCC2)sc2cc(NC(C)=O)ccc21 returned D2 ag -0.1, TRHR ag 0.7, TrxR1 substrate 25.2%, Pin1 inhibitor 1.4%, mIDH1 inhibitor -3.9%, TrxR1 inh -18.4%, TRHR enhancer -1.7, D2 antagonist -4.7 and USP1 inh -7.7%.
For CSCCC(C(=O)OC1CCOC1=O)N1C(=O)c2ccccc2C1=O (stereo not given) the results were TRHR ag 0.5, TrxR1 substrate 3.7%, Pin1 inhibitor -3.3%, mIDH1 inhibitor -1.3%, TrxR1 inh 16.5%, TRHR enhancer 9.4 and USP1 inh -20.5%.
CC(=O)Nc1ccc2c(c1)Cc1c-2cc(Br)c(N)c1Br was read as TrxR1 substrate 9.1%[57.1 µM], Pin1 inhibitor -5.3%, mIDH1 inhibitor -1.5%, TrxR1 inh 4.4%[57.1 µM] and USP1 inh -13.1%.
Screening CC(=O)Nc1cccc(OCC(=O)Nc2cccc(S(=O)(=O)N3CCCC3)c2)c1 returned D2 ag 0.2, TRHR ag 0.4, TrxR1 substrate 0.0%, Pin1 inhibitor 1.2%, mIDH1 inhibitor -5.6%, TrxR1 inh -1.4%, TRHR enhancer 5.8, D2 antagonist 3.3 and USP1 inh -19.7%.
Screening CCn1c(N2CCN(CC(=O)c3ccc(OC)cc3)CC2)nc2ccccc21 returned D2 ag -0.8, TRHR ag -0.3, TrxR1 substrate -8.6%, Pin1 inhibitor 1.7%, mIDH1 inhibitor 2.3%, TrxR1 inh -14.1%, TRHR enhancer 1.8, D2 antagonist -12.0 and USP1 inh -5.4%.
O=P(c1cccs1)(c1cccs1)c1cccs1 was read as D2 ag -0.6, TRHR ag -0.6, TrxR1 substrate -7.7%, Pin1 inhibitor 2.1%, mIDH1 inhibitor 9.0%, TrxR1 inh -9.3%, TRHR enhancer -1.6, D2 antagonist -9.1 and USP1 inh -16.4%.
